TWEAK Fn14 block – TWEAK-Fn14 signaling inhibition; TWEAK-stimulated Fn14 reporter cells, luciferase luminescence, 8 h; inhibition, % at 10 µM; actives 2% (n = 360,000); in the data active means inhibition above about 50%
SRC1 inh – inhibits human SRC1 coactivator. Q15788. HEK293 GAL4-SRC1 luciferase reporter, luminescence. inhibition, % at 3.6 µM. actives 0.12% (n = 360,000). AID 588354;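 active means inhibition above the campaign mean plus 3 SD, with each screening campaign given its own cutoff, cut at about 60% in these data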;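 further: 0% = DMSO treated cells and 100% = gossypol at 36 µM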
C8 TRAIL sens – caspase-8 TRAIL sensitization. inhibition (viability loss, TRAIL sensitization), % at 10 µM. NB7+C8 cells + TRAIL, ATPlite viability luminescence. actives 1% (n = 360,000);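 active means compounds causing at least 50% loss of cell viability in the single-dose screen, relative to plate controls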
LRH-1 inv ag – inverse agonists of human LRH-1 (NR5A2) | O00482 | HEK293T StAR-luciferase reporter, LRH-1 transfected, 24 h | inhibition, % at 3.6 µM | actives 0.13% (n = 360,000);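 active means inhibition above the mean inhibition of all tested compounds plus 3 SD, cut at about 73% in these data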;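 further: 0% = DMSO wells and 100% = reporter-only cells lacking LRH-1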
Target sequence (O00482 whole entry, looked up): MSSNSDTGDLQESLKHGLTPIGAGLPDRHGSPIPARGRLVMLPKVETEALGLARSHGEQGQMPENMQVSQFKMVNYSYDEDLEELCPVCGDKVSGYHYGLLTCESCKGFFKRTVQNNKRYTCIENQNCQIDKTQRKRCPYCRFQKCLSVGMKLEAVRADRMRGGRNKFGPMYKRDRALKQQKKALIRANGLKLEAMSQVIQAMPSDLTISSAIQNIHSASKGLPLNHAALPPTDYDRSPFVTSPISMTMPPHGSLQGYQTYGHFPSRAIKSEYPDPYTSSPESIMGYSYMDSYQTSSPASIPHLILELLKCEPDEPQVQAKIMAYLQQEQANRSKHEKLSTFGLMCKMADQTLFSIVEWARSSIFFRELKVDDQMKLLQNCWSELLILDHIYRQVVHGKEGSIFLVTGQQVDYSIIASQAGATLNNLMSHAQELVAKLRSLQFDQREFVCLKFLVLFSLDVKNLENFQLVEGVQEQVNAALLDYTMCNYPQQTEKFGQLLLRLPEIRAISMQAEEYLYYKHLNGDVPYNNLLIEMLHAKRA
NR2F2 inh – inhibitors of human COUP-TFII (NR2F2); HEK293T NGFI-A luciferase reporter, luminescence; actives 0.7% (n = 370,000); P24468; inhibition, % at 8.6 µM;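 active means inhibition above a per-plate cutoff, mean inhibition of test wells between control levels plus 3 SD, cut at about 38% in these data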;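 further: cells cotransfected with COUP-TFII expression vector driving the NGFI-A reporter; 0% = median of COUP-TF2 test wells and 100% = reporter-only cells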
Target sequence (P24468 whole entry, looked up): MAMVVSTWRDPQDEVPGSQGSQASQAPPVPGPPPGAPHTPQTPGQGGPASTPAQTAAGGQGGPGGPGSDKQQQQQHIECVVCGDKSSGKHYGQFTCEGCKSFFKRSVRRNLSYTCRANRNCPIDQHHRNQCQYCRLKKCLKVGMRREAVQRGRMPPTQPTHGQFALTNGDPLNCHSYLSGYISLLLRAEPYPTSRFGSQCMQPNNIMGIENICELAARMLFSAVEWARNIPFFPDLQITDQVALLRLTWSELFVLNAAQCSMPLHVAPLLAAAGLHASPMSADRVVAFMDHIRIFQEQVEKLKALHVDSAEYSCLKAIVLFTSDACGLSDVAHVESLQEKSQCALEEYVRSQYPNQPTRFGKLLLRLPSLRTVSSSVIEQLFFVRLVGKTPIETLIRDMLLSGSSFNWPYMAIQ
NOD2-RIPK2 inh – inhibitors of human NOD2-RIPK2 interaction | O43353 | CHO BLA complementation NOD2-RIPK2, CCF4 ratio | inhibition, % at 4.98 µM | actives 0.38% (n = 360,000) | AID 624267; in the data active means inhibition above about 21%;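 further: 0% = vehicle only and 100% = reference blocker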
SRC3 inh – inhibits human SRC3 coactivator; Q9Y6Q9; HEK293 GAL4-SRC3 luciferase reporter, luminescence; inhibition, % at 3.6 µM; actives 0.17% (n = 360,000); AID 588352;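 active means inhibition above a per-campaign cutoff, the mean of all compounds plus 3 SD, cut at about 60% in these data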;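 further: 0% = DMSO-treated cells and 100% = gossypol-treated cells at 36 µM; higher means less SRC3-driven luciferase light from the GAL4 reporter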
TLR9-MyD88 block – inhibitors of human TLR9-MyD88 binding; Q9NR96+Q99836; CHO BLA complementation TLR9-MyD88, CCF4 FRET ratio; inhibition, % at 4.98 µM; actives 0.21% (n = 340,000); AID 504734;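 active means inhibition above the mean over all tested compounds plus 3 SD, cut at about 21% in these data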;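 further: 0% = DMSO only wells and 100% = clavulanate BLA inhibitor control wells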
NCOA2 inhibitor – inhibits human steroid receptor coactivator 2; HEK293 GAL4-SRC2 luciferase reporter, luminescence; inhibition, % at 9 µM; actives 0.17% (n = 370,000); AID 651957;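 active means inhibition above the mean inhibition of all tested compounds plus 3 SD, set per campaign, cut at about 52% in these data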;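 further: 0% = DMSO treated cells and 100% = cells given Gossypol at 36 µM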
EBV LMP1 NFkB – inhibitors of Epstein-Barr LMP1-induced NF-kappaB reporter. AID 504558. actives 0.69% (n = 350,000). LMP1-induced NF-kappaB luciferase reporter cells, luminescence. inhibition, % at 12.5 µM; in the data active means inhibition above about 41%;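 further: 0% = neutral control wells and 100% = reference inhibitor control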
TROY NFkB inh – inhibitors of TROY-dependent NF-kB signaling; Q293 LMP1-TROYcd NF-kB luciferase reporter, 4 h; inhibition, % at 10 µM; actives 0.98% (n = 360,000);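 active means compounds whose plate-normalised and pattern-corrected inhibition of the luciferase reporter signal at the single screening dose is 50% or more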
Active calls of the source: *; / = no result given. An excerpt (hit frequency here may not be typical).

SMILES	TWEAK Fn14 block	SRC1 inh	C8 TRAIL sens	LRH-1 inv ag	NR2F2 inh	NOD2-RIPK2 inh	SRC3 inh	TLR9-MyD88 block	NCOA2 inhibitor	EBV LMP1 NFkB	TROY NFkB inh
COc1cc(/C=C2\CCc3c2nc2ccccc2c3C(=O)O)cc(OC)c1OC	14	-21	57*	-47	-12	0	-41	3	-4	13	-27
O=C(O)c1cccc(Cn2c(Cl)c(/C=N/NC(=O)c3ccco3)sc2=O)c1	7	-35	-11	-18	-14	7	-13	-1	-11	2	-6
Cc1c(C(=O)NCC2CCCO2)oc2ccc(S(=O)(=O)N3CCCC3)cc12 (stereo unspecified)	9	2	-4	0	13	6	5	-4	-26	0	6
Cc1ccc(-c2nnc3ccc(SCC(=O)NCc4ccco4)nn23)cc1	24	-4	-3	18	8	3	-9	-2	19	-7	21
CCCC(=O)Nc1ccc(C(=O)COC(=O)c2c(C)noc2C)cc1	-1	-4	6	5	-25	-15	-15	-4	-8	4	12
Cc1cc(C(=O)Nc2sc3c(c2C#N)CCC3)no1	6	-90	51*	-97	-26	5	-56	-4	-51	7	-47
CCOC12NC(=O)CC(=O)N1C(c1ccccc1)=CS2 (stereo unspecified)	4	-20	-1	-8	-19	4	-13	5	-40	-1	-6
Cc1ccc(NC(=O)CN2CCc3cc4c(cc3C2C)OCCCO4)cc1 (stereo unspecified)	-7	-4	-2	6	12	-2	-13	-5	-1	-5	17
CC(C)NC(=O)/C(=C\c1cccc([N+](=O)[O-])c1)NC(=O)c1ccccc1	8	-6	15	6	-6	2	14	-2	-7	2	5
O=C(C[n+]1ccccc1)N/N=C/c1cc(Br)ccc1F	8	-1	2	-3	0	-7	-2	-10	10	2	12
CC1(C2CC2)NC(=O)NC1=O (stereo unspecified)	0	-8	13	-17	-3	-3	-7	-5	15	3	-13
Cc1[nH]c2ccccc2c1SCC(=O)N1CCN(c2ccccc2)CC1	-4	17	-2	2	-1	8	-4	-11	6	10	0
CC(=O)c1cccc(NCC(=O)N2CCN(S(=O)(=O)c3ccccc3)CC2)c1	3	-9	-9	-1	10	6	18	3	-2	-2	-14
Cn1c(CC(=O)NNC(=O)c2cncc(Br)c2)nc2ccccc21	-5	-4	-21	-10	-4	-3	-6	-7	-17	-4	9
CC(c1ccccn1)N(C)C(=O)c1ccc2nc(Cc3ccccc3F)oc2c1 (stereo unspecified)	-19	-117	-7	-69	-21	-2	-94	1	-51	-33	-69
COc1ccc(COCCN2CCN(S(=O)(=O)c3ccccc3)CCC2=O)cc1	-16	-25	-14	2	-2	-2	2	9	21	-3	-8
C=CCn1c(SCC(=O)c2c(C)[nH]c3ccccc23)nnc1-c1ccncc1	-7	0	-10	-7	-30	-5	5	/	-9	3	-13
CCCCn1nnnc1C(c1ccccc1)N1CCN(Cc2c(F)cccc2Cl)CC1 (stereo unspecified)	19	/	-3	-2	-9	6	/	/	-10	/	-2
O=C(NCc1ccccc1)c1cc(C2CCCCN2C(=O)c2ccccc2)on1 (stereo unspecified)	-20	11	-15	0	16	5	7	/	-13	/	6
C=CCSc1nc(C)c(CC(=O)OCCCC)c(=O)[nH]1	-1	-11	32	-7	-15	2	9	-1	2	-6	-13
CCn1c(COc2cccc(C)c2)nnc1SCC(=O)Nc1cccc(C(=O)OC)c1	5	7	-1	8	11	2	20	-10	3	2	0
Cc1cc(C)c(S(=O)(=O)N2CCN(C(=O)c3c(C)noc3C)CC2)c(C)c1	2	0	8	13	-6	2	7	-7	-16	1	-6
Cc1ccc2[nH]c(=O)c(CN(Cc3cccs3)C(=S)NCC3CCCO3)cc2c1 (stereo unspecified)	-16	-3	-3	-4	4	-2	11	-4	-5	-4	-5
O=C(NC(Cc1ccccc1)C(=O)O)/C(=C\c1ccc(F)cc1)NC(=O)c1ccccc1 (stereo unspecified)	17	-8	3	12	12	-9	-12	8	-16	-4	-17
CCOC(=O)c1c(C)[nH]c(C2=NNC(=Nc3ccc(OCC)cc3)SC2)c1C	-12	6	-9	-8	26	35*	-10	5	-13	7	13

Given with two lines to a compound: part of the list above
The line under a structure holds: TWEAK Fn14 block	SRC1 inh	C8 TRAIL sens	LRH-1 inv ag	NR2F2 inh	NOD2-RIPK2 inh	SRC3 inh	TLR9-MyD88 block	NCOA2 inhibitor	EBV LMP1 NFkB	TROY NFkB inh
> Cc1c(C(=O)NCC2CCCO2)oc2ccc(S(=O)(=O)N3CCCC3)cc12 (stereo unspecified)
→ 9	2	-4	0	13	6	5	-4	-26	0	6
> C=CCn1c(SCC(=O)c2c(C)[nH]c3ccccc23)nnc1-c1ccncc1
→ -7	0	-10	-7	-30	-5	5	/	-9	3	-13
> CCCC(=O)Nc1ccc(C(=O)COC(=O)c2c(C)noc2C)cc1
→ -1	-4	6	5	-25	-15	-15	-4	-8	4	12

Exported field by field: part of the list above.
C=CCn1c(SCC(=O)c2c(C)[nH]c3ccccc23)nnc1-c1ccncc1
  TWEAK Fn14 block: -7
  SRC1 inh: 0
  C8 TRAIL sens: -10
  LRH-1 inv ag: -7
  NR2F2 inh: -30
  NOD2-RIPK2 inh: -5
  SRC3 inh: 5
  TLR9-MyD88 block: /
  NCOA2 inhibitor: -9
  EBV LMP1 NFkB: 3
  TROY NFkB inh: -13

CCCCn1nnnc1C(c1ccccc1)N1CCN(Cc2c(F)cccc2Cl)CC1 (stereo unspecified)
  TWEAK Fn14 block: 19
  SRC1 inh: /
  C8 TRAIL sens: -3
  LRH-1 inv ag: -2
  NR2F2 inh: -9
  NOD2-RIPK2 inh: 6
  SRC3 inh: /
  TLR9-MyD88 block: /
  NCOA2 inhibitor: -10
  EBV LMP1 NFkB: /
  TROY NFkB inh: -2

O=C(NCc1ccccc1)c1cc(C2CCCCN2C(=O)c2ccccc2)on1 (stereo unspecified)
  TWEAK Fn14 block: -20
  SRC1 inh: 11
  C8 TRAIL sens: -15
  LRH-1 inv ag: 0
  NR2F2 inh: 16
  NOD2-RIPK2 inh: 5
  SRC3 inh: 7
  TLR9-MyD88 block: /
  NCOA2 inhibitor: -13
  EBV LMP1 NFkB: /
  TROY NFkB inh: 6

C=CCSc1nc(C)c(CC(=O)OCCCC)c(=O)[nH]1
  TWEAK Fn14 block: -1
  SRC1 inh: -11
  C8 TRAIL sens: 32
  LRH-1 inv ag: -7
  NR2F2 inh: -15
  NOD2-RIPK2 inh: 2
  SRC3 inh: 9
  TLR9-MyD88 block: -1
  NCOA2 inhibitor: 2
  EBV LMP1 NFkB: -6
  TROY NFkB inh: -13

Next part
SMILES	TWEAK Fn14 block	SRC1 inh	C8 TRAIL sens	LRH-1 inv ag	NR2F2 inh	NOD2-RIPK2 inh	SRC3 inh	TLR9-MyD88 block	NCOA2 inhibitor	EBV LMP1 NFkB	TROY NFkB inh
Cc1ccc2nc(Nc3nc(CSc4nc5ccccc5s4)cc(=O)[nH]3)nc(C)c2c1	-26	1	15	-3	-4	-3	10	-15	-3	14	8
CCn1cc(/C=C/C(=O)Nc2c(C)nn(Cc3ccccc3)c2C)cn1	8	-3	-11	1	12	-9	8	-4	27	-1	-32
COC(=O)[C@H](C)NC(=O)NCc1ccc(F)cc1	10	-12	-2	-1	18	-5	3	5	-15	-2	13
Nc1nc(N)n(-c2ccccc2)c(=Nc2ccccc2)n1	27	9	-2	-2	-6	-2	8	3	-36	12	-3
CC(C)(C)OC(=O)Nc1ccc([C@H](NC(=O)OC(C)(C)C)C(=O)OC(C)(C)C)cc1	3	8	0	4	-16	-5	-2	2	-6	0	-14
Cc1cc(C(=O)Nc2ccc(S(=O)(=O)N3CCOCC3)cc2)c(C)o1	-1	0	35	-5	8	-7	12	/	10	-3	3
C=CCOc1cccc(C2C(C(=O)c3ccc(C)o3)=C(O)C(=O)N2c2nnc(C)s2)c1 (stereo unspecified)	-2	-9	-14	-13	-2	-9	10	14	-22	6	-23
NC(=O)CSc1nnc(-c2cccc(S(=O)(=O)N3CCOCC3)c2)o1	-5	-5	6	12	-7	0	-1	10	-22	1	-13
CCOCCCn1c(=S)[nH]c2cc(C(=O)N3CCN(C4CCCCC4)CC3)ccc2c1=O	-13	4	-12	-6	16	3	-10	1	4	-7	-11
COc1cc(CCNC(=O)CCCn2c(=O)c3cccn3c3cccnc32)cc(OC)c1OC	9	12	-8	2	-9	-4	17	-2	-26	0	-17
CC1CCCCN1C(=O)Cn1c(=O)n(C2CCCCC2)c(=O)c2ccccc21 (stereo unspecified)	0	-18	12	1	-2	-8	4	3	-5	0	0
Cc1nc(CCNC(=O)c2cc(COc3ccc(F)cc3Cl)on2)sc1C	-22	-26	-14	-3	-9	-9	3	7	-44	19	-5
Cn1c(=O)[nH]c(=O)c2c1nc(NC1CCCCC1)n2CCO	-5	16	-11	19	7	-6	7	-11	-10	-10	11
CN(C)CCNC(=O)c1sc2nc(-c3ccccc3)cc(C(F)(F)F)c2c1N	-24	-13	25	11	2	17	-9	10	-1	-7	-1
O=C(c1ccc(-c2ccc([N+](=O)[O-])cc2)o1)N1CCCCCCC1	12	-10	6	-49	-23	4	-22	-6	-37	-19	-21
Cc1ccc(C(=O)N/C(=C/c2ccc(-c3cc(C(F)(F)F)ccc3Cl)o2)C(=O)NCc2cccnc2)cc1	27	8	-6	29	28	-3	8	2	-4	0	9
Cc1ccnc(SCCn2c(N3CCN(C)CC3)nc3c2c(=O)n(C)c(=O)n3C)n1	-11	-17	1	-5	-3	-2	10	-4	11	0	16
COc1cccc(NC(=O)CSc2nc3ccccc3c3nc4ccccc4n23)c1	-41	-2	5	20	5	-8	7	-16	-24	-3	-115
COCc1[nH][nH]c(=O)c1C=Nc1ccc(Oc2ccccc2)cc1	-19	-19	2	-1	-10	-1	-5	6	10	6	-13
CCOC(=O)C1=C(C)OC(N)=C(C#N)C1c1cc(C)sc1C (stereo unspecified)	1	-2	-1	6	2	1	16	10	21	1	9
Cc1ccccc1Nc1nc(N)nc(CSc2nnc3sc4ccccc4n23)n1	9	-65	14	-17	-11	-5	-6	-2	-40	-14	11
Cc1cccc(OCCOC(=O)Nc2ccccc2)c1	14	-6	19	-12	0	0	-4	4	-20	-5	-32
Cc1cc(C(=O)CN2CCN(CC(=O)Nc3cccc(F)c3)CC2)c(C)n1C1CC1	17	-28	-20	-9	3	-1	-7	-8	12	-4	-9
Cc1cccc(Nc2nc3c(S(=O)(=O)c4ccccc4)nnn3c3ccccc23)c1C	-72	11	8	11	5	8	12	-4	6	10	-8
CCC1Sc2ccc(S(=O)(=O)CCC(=O)Nc3c(Cl)cc(OC)cc3OC)cc2NC1=O (stereo unspecified)	-14	7	3	20	2	-11	-4	-17	-10	-2	-1
CCOC(=O)C1=C(O)/C(=C/c2cc(C)n(-c3ccccc3)c2C)N=C1C	5	12	-20	-8	10	8	0	1	-15	-6	13
COC(=O)C1C(=O)NCC1c1ccc(C)cc1 (stereo unspecified)	-6	-31	3	-13	14	-7	-7	7	-5	1	3

Bioassay records (PubChem BioAssay)
